Sm TGR block: qHTS Assay for the Inhibitors of Schistosoma Mansoni Peroxiredoxins. Potency, µM (series often up to 114 µM), without a hit: top-dose activity change, negative = inhibition, usual class: inhibitors. 360,000 tested, 3% active. purified TGR, DTNB reduction, TNB absorbance 405 nm; further: nearly all actives have a fitted effect of over 60% in size
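First, TGR (20 nM dispensed) and NADPH were mixed with compound. Second, a 15 min room-temperature incubation followed. Third, further NADPH and then DTNB were added to start the reaction. Finally, TNB absorbance was monitored kinetically.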
LmPK inh: qHTS Assay for Inhibitors of Leishmania Mexicana Pyruvate Kinase (LmPK); 290,000 tested, 0.37% active; Potency, µM (highest dose often 57.5 µM), without a hit: at the highest dose activity change, negative = inhibition, usual class: inhibitors; Q27686; purified LmPK, Kinase-Glo ATP luminescence, 1 h
Target sequence (Q27686 whole entry, looked up): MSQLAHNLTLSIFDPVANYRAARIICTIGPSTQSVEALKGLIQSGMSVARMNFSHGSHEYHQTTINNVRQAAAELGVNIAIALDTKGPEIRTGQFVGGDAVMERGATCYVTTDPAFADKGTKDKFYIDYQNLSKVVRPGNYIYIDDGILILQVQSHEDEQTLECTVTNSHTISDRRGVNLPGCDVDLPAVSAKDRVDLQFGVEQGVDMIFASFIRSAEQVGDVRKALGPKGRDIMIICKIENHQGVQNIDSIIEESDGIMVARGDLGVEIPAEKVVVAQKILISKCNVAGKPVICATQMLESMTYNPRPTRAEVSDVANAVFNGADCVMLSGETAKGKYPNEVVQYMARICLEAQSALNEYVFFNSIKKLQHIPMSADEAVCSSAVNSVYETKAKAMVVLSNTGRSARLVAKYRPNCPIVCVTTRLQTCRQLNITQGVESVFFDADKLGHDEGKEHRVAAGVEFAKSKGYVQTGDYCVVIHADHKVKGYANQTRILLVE
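0.1 nM LmPK, 0.5 mM PEP, 0.1 mM ADP; 50 mM imidazole pH 7.2, 7 mM MgCl2, 50 mM KCl; 1 h RT. Kinase-Glo luminescence readout, normalized to no-enzyme (full inhibition) and uninhibited wells.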
HCV inhibitor: qHTS Assay for Inhibitors of Hepatitis C Virus (HCV) | Potency, µM (doses to about 41.8 µM), without a hit: at the highest dose activity change, negative = inhibition, actives largely listed as inhibitors | AID 651820, 2012 | 340,000 tested, 3.4% active | Huh7.5.1 HCVcc-Cre infection, luciferase reporter, 44 h
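A cell-based infection assay in which seeded cells (1,000 per well) receive test compound after 4 h, are inoculated with HCVcc-Cre at approximately 0.5 moi, and are incubated 44 h before luminescence detection.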
Pf growth 48h: Primary qHTS for delayed death inhibitors of the malarial parasite plastid, 48 hour incubation; AID 504832, 2011; P. falciparum luciferase growth in erythrocytes, 48 h; Potency, µM (top dose mostly 28.7 µM), for the others: top-dose activity change, negative = inhibition, usual class: inhibitors; 310,000 tested, 5.9% active
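Luciferase-expressing P. falciparum in infected erythrocytes (2% hematocrit, 0.1% parasitemia final) in RPMI 1640/0.5% Albumax were exposed to compound for 48 hours at 37 C, 5% CO2; growth read as luminescence.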
Pf growth 96h: Primary qHTS for delayed death inhibitors of the malarial parasite plastid, 96 hour incubation; Potency, µM (top dose mostly 28.7 µM), without a hit: at the highest dose activity change, negative = inhibition, most hits filed as inhibitors; 320,000 tested, 6.9% active; P. falciparum luciferase reporter growth, 96 h; AID 504834, 2011
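Infected RBCs, 2% Hct / 0.05% parasitemia final; luciferase-reporter P. falciparum; cpd 96 h, 37 C, 5% CO2; luciferase detection reagent; luminescence.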
Tb PYK inh: qHTS of Trypanosoma Brucei Inhibitors; pyruvate kinase (Trypanosoma brucei), Q57TT1; TbPYK enzyme, Kinase-Glo Plus ATP luminescence, 45 min; Potency, µM (titrated, usually from 76.8 µM), for the others: top-dose activity, negative = inhibition, hits mostly inhibitors; 410,000 tested, 0.12% active; AID 624173, 2012; further: nearly all actives have a fitted effect of over 50% in size
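Luminescence from Kinase-Glo Plus, added after a 45-minute room-temperature reaction, served as the end-point read-out. The enzyme and substrate were preincubated with compound before ADP (130 uM final) initiated turnover. Concentration-effect curves came from normalized qHTS data.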
* marks the source's active call; other numbers are inactive results; ? = inconclusive; . = not tested or not shown; [ ] = remark or other dose. The call rests on the fitted dose curve; in most records, active means well fitted curve in the direction sought with a large enough effect; inconclusive means small, poorly fitted or top-dose-only effect, or another doubt; inactive means no such curve, though single readings can be large; an effect the other way counts as inactive or inconclusive. On the % scale 0 is the no-effect control and ±100 the full control effect; potency means the concentration at half of the fitted maximal effect.

SMILES	Sm TGR block	LmPK inh	HCV inhibitor	Pf growth 48h	Pf growth 96h	Tb PYK inh
COc1ccc2[nH]c(=O)c(CNc3cccc(C)c3)cc2c1	-35%	2%	?	?	?	2%
C=C(C)CSc1nc2sc3c(c2c(=O)n1-c1ccc(C)cc1)CCN(C)C3	-32%	0%	?	1.3µM*	0.93µM*	-1%
CC1=C(C(=O)OC(C)C)C(c2cccs2)n2ncnc2N1 (centres undefined)	0%	6%	-4%	.	-27%	-1%
Cc1[nH][nH]c(=O)c1C(c1c(C)[nH][nH]c1=O)c1cn(Cc2cccc3ccccc23)c2ccccc12	-10%	1%	-1%	?	?	3%
O=[N+]([O-])c1nn(-c2ccc(Cl)cc2)n(O)c1=NCc1ccccc1	-8%	0%	-5%	172%[activator]	23%	-1%
OC(CNCC(c1ccc(Cl)cc1Cl)c1c[nH]c2ccccc12)c1ccccc1 (centres undefined)	11%	-2%	?	?	?	-18%
CCN(CC)c1c([N+](=O)[O-])c(=O)oc2ccccc12	1%[57.1 µM]	-16%	14%	13%	?	6%
O=C1c2c(Br)c(Br)c(Br)c(Br)c2C(=O)N1c1ccccn1	?	-3%	-18%	46%[activator]	14%	-2%
COc1ccc(O[C@H]2C=C[C@@H](c3ccccc3)O[C@@H]2CO/N=C(\C)CCC(=O)OC[C@H]2O[C@H](c3ccccc3)C=C[C@@H]2Oc2ccc(OC)cc2)cc1	?	2%	-5%[8.37 µM]	2.6µM*	2.3µM*	.
CC(C)c1cccc(O)c(=O)c1	?	0%	-6%	2.9µM*	3.3µM*	6%
CCCCS(=O)CC(CS(=O)CCCC)OC(=O)c1ccc(C)cc1 (centres undefined)	-27%	0%	3%	4%	15%	-4%
COc1ccc(C2C(C(C)=O)=C(O)C(=O)N2CCO)c(OC)c1 (centres undefined)	-1%	-6%	10%	5%	12µM*	-2%
COc1ccc(CNC(=O)Cc2c(C(=O)O)[nH]c3ccccc23)c(OC)c1	8%	7%	14%	.	6%	-3%
COc1cc(/C=N/NC(=O)Nc2ccccc2)ccc1OC(C)=O	0%	5%	10%	140%[activator]	123%[activator]	-2%
c1ccc(C2CC(c3cccs3)=NN2c2ccccc2)cc1 (centres undefined)	3%	-5%	-11%	10µM*	10µM*	-9%
Cc1cccc(S(=O)(=O)N2CCn3cccc3C2C)c1 (centres undefined)	45µM*	.	16%	?	0%	-1%
COC(=O)C1(Cc2cc(-c3ccc(Cl)cc3)no2)CCN(C(=O)OC(C)(C)C)CC1	15%	-9%	1µM*	-8%	65%[activator]	5%
COc1ccc2c(c1)sc(=NC(=O)CS(=O)(=O)c1ccc(F)cc1)n2C	-1%	.	?	9.3µM*	4.1µM*	6%
CCCn1cc(SCC(=O)NCC2CCCO2)c2ccccc21 (centres undefined)	2%	-1%	?	24%	15%	3%
CC(=O)Nc1sc(C)c(C)c1C(=O)OC(C)C	3%	4%	-17%	0%	-27%	-21%
O=C(CNC(=O)[C@@H]1Cc2ccccc2CN1)Nc1ccc2c(c1)OCO2	-21%	2%	-2%	-18%	-5%	-4%
COc1ccc(NC(=O)CCCC(=O)OCC(=O)c2cccc(OC)c2)cc1	2%	5%	-1%	?	-12%	4%
O=C(COC(=O)c1ccco1)NCc1ccc(Cl)cc1	-4%	-6%	7%	-14%	-6%	1%
O=C(Cn1nc(C(F)(F)F)cc1C1CC1)NCc1ccccc1F	3%	1%	-14%	-4%	9%	-8%
CC(C)=CCc1c(O)ccc2c1OC(c1ccc(O)c(O)c1)CC2=O (centres undefined)	56µM*	3%	?	4%	?	-11%
Cc1ccc(OCc2cc(C(=O)N3CCCC3)no2)cn1	-4%	2%	?	84%[activator]	15%	3%
O=C(NCCCc1ccccc1)c1ccc(F)cc1	-28%	-4%	15%	38%[activator]	17µM*	3%
Cc1ccc(CN(C(=O)COc2cccc(C)c2C)C2CCS(=O)(=O)C2)o1 (centres undefined)	-4%	4%	-18%	-5%	90%[activator]	-9%
CCc1n[nH]c(=S)n1/N=C/c1ccccc1OCc1ccc(Cl)cc1	.	-5%	-6%	38%[activator]	?	?
O=C1CC(C(=O)N2CCN(c3ccc(F)cc3)CC2)CN1CCc1ccccc1 (centres undefined)	6%	10%	-9%	.	?	2%
CC1CC(C)CN(S(=O)(=O)N2CCCC(C(=O)NCCCN3CCOCC3)C2)C1 (centres undefined)	6%	-1%	4%	-18%	?	-9%
O=C(c1ccc2c(=O)n(Cc3ccccc3)c(=S)[nH]c2c1)N1CCCC1	-23%	2%	-25%	12%	29%	-10%
CCC(C)n1ncn(-c2ccc(N3CCN(c4ccc(O)cc4)CC3)cc2)c1=O (centres undefined)	-18%	-3%	-23%	3%	-60%	-27%
Cc1ccc(NC(=O)CCCCCN2C(=O)[C@@H]3Cc4ccccc4CN3C2=O)c(Cl)c1	-2%	3%	13µM*	?	?	-5%
S=c1[nH]nc(-c2ccc(Cl)cc2)n1-c1ccc(Cl)cc1	11%	?	0%	4%	-3%	?
C[N+]1(C)CCCCC1COC(=O)C(O)(c1ccccc1)c1ccccc1 (centres undefined)	.	.	.	?	?	3%
N#Cc1cccc(OCC(=O)NC(=O)NCc2ccccc2)c1	0%	3%	-8%	1%	-20%	5%
CC(=O)NC1(c2ccccc2)CCN(c2nc(C)cc(C)n2)CC1	0%	1%	15%	5%	15%	-11%
Cn1ncc2c(NNC(=O)Cc3cccc4ccccc34)ncnc21	0%	-5%	11%	0%	-19%	-1%
CC(C)CCn1c(CN2CCOCC2)nc2c1c(=O)n(C)c(=O)n2C	0%	1%	-2%	?	?	0%
CCc1c(C)nc2c(-c3ccccc3)c(-c3ccccc3)[nH]n2c1=O	-23%	2%	-20%	-6%	14%	-8%
COc1cc(NC(=O)CSC(=S)N2CCCC2)c(OC)cc1Cl	7%	.	6%	-3%	-2%	5%
Cc1ccc2cc3c(NC(=O)CC(C)C)nn(C)c3nc2c1	-3%	5%	-9%	-3%	?	-6%
O=C(Nc1nnc(SCc2ccc(Cl)cc2)s1)C1CC(=O)N(Cc2ccccc2)C1 (centres undefined)	7%	3%	-5%	20%	5%	-4%
NC(=O)C1CCN(C(=O)c2ccc3c(=O)n(Cc4ccco4)c(SCC(=O)c4ccccc4)nc3c2)CC1	0%	5%	-17%	-22%	65%[activator]	2%

(more compounds)
| SMILES | Sm TGR block | LmPK inh | HCV inhibitor | Pf growth 48h | Pf growth 96h | Tb PYK inh |
| --- | --- | --- | --- | --- | --- | --- |
| C/C(=N/NC(=O)CNc1ccc(Cl)cc1C)c1ccc(C)cc1 | 0% | 2% | 5% | 22% | ? | 1% |
| O=C(NNC(=S)Nc1ccc(OC(F)F)cc1)c1cc2c(s1)CCCC2 | -6% | 3% | -7% | 16% | 34% | -8% |
| CCN(CCn1cccn1)C(=O)CCc1nnc(C2CCCCC2)o1 | 3% | 7% | 4% | -20% | -9% | 5% |
| CCOc1cc(C(=O)Nc2ccc(S(=O)(=O)N3CCCCC3)cc2)ccc1OCC(=O)N1CCOCC1 | -4% | . | -9% | ? | ? | 9% |
| CCCC(=O)Nc1nnc(SCC(=O)NCc2ccc3c(c2)OCO3)s1 | -1% | 9% | 5% | 7% | -10% | 0% |
| CN1CCN(C(=O)c2ccccc2-c2nc(-c3ccc(Cl)cc3)no2)CC1 | 6% | -1% | 10% | 0% | . | -3% |
| O=C(CN1CCN(C(=O)c2ccc(-c3nc4ccccc4s3)o2)CC1)Nc1ccc(F)cc1 | -5% | . | 13µM* | 12µM* | 13µM* | 2% |
| Cc1ccc(N=C2NC(=O)/C(=C/c3cccn3C)S2)cc1 | -8% | -1% | -16% | 95%[activator] | ? | -4% |
| CN(CC(=O)Nc1ccc(Cl)c(C(F)(F)F)c1)C(=O)Cn1cc([N+](=O)[O-])ccc1=O | -2% | . | -21% | 16% | 30% | -14% |
| NC(=O)C1CCN(c2nc3c(S(=O)(=O)c4ccccc4)nnn3c3ccccc23)CC1 | -1% | 9% | -6% | ? | 33%[activator] | 6% |
| COCCn1c(SCC(=O)Nc2ccccc2F)nc2c(c1=O)SCC2 | 0% | 0% | -23% | -13% | 15µM* | 6% |
| CCNc1nc(NCC)nc(N/N=C/c2ccc(OC)cc2)n1 | 0% | -8% | -27% | ? | -10% | 3% |
| c1ccc(NCc2ccncc2)cc1 | 2% | -2% | 11% | 49%[activator] | ? | -11% |
| CCCCCn1c(SCc2ccncc2)nc2cc(C(=O)NCc3ccco3)ccc2c1=O | -32% | 0% | 14µM* | ? | . | 5% |
| CC(=O)Nc1cccc(C(=O)Oc2cccc(C)c2)c1O | -2% | -6% | 7% | 7% | ? | -1% |
| Cc1ccc(NC(=S)N2CCCC(O)C2)cc1 (centres undefined) | 0% | 2% | 17% | 55%[activator] | 73%[activator] | 0% |
| CCCCN(CCCC)C(=S)N/N=C/c1c(C)[nH]n(-c2ccccc2)c1=O | 9% | -10% | ? | ? | 88%[activator] | 2% |
| CC(C)NC(=O)c1ccccc1NC(=O)C1CC(=O)N(C(C)C)C1 (centres undefined) | 8% | -3% | 21% | 7% | 158%[activator] | 3% |
| O=C(CSCc1cccc(CSCC(=O)Nc2ccccc2)n1)Nc1ccccc1 | -26% | 9% | -5% | . | ? | 2% |
| CC(/C=N/NC(=O)c1cnccn1)=C\c1ccco1 | 28µM* | -7% | 0% | 88%[activator] | 45%[activator] | -2% |
| CCOc1ccc(N2CC(C(=O)NCC(=O)Nc3ccc(F)c(F)c3F)CC2=O)cc1 (centres undefined) | 32µM* | . | 4% | -20% | -27% | 6% |
| C=CCOC(=O)C1=C[C@@H](c2ccc(Br)cc2)C[C@@H](OCc2ccc(CO)cc2)O1 | ? | 4% | -20% | ? | 15% | 0% |
| CC(C)(C)NC(=O)CN1CCC(O)(c2ccccc2)CC1 | 6% | -7% | 17% | 5% | ? | 1% |
| C=CCN(CC=C)S(=O)(=O)c1ccc(NC(=S)NC(=O)/C=C/c2cccc3ccccc23)cc1 | 25% | 7% | 3% | ? | . | 3% |
| O=C(NCC1CCCO1)c1nc2c(nnn2Cc2ccccc2Cl)c(=O)[nH]1 (centres undefined) | -2% | 8% | 8% | -24% | 13µM* | 1% |
| Cn1cccc1/C=N/NC(=O)C(O)c1ccccc1 (centres undefined) | 11% | -2% | 2% | 12% | 31%[activator] | -7% |
| CCC(C)C1C(C#N)=C(N)Oc2n[nH]c(-c3ccccc3)c21 (centres undefined) | 2% | 2% | -21% | -4% | -14% | -1% |

Whole records, quoted from the list. Screens in order: Sm TGR block | LmPK inh | HCV inhibitor | Pf growth 48h | Pf growth 96h | Tb PYK inh
`O=C(Nc1nnc(SCc2ccc(Cl)cc2)s1)C1CC(=O)N(Cc2ccccc2)C1` (centres undefined) is listed with 7% | 3% | -5% | 20% | 5% | -4%
`Cc1cccc(S(=O)(=O)N2CCn3cccc3C2C)c1` (centres undefined) is listed with 45µM* | . | 16% | ? | 0% | -1%
`CCCCN(CCCC)C(=S)N/N=C/c1c(C)[nH]n(-c2ccccc2)c1=O` is listed with 9% | -10% | ? | ? | 88%[activator] | 2%

Source: PubChem
